Screening results as filed in PubChem.
TRHR agonist: TRH receptor (human) agonism; P34981; TRHR cells, calcium flux fluo-8, FDSS agonist mode; AID 493084; activation, % at 2 µM; actives 0.18% (n = 360,000); in the data active = activation above about 30%; also: 0% is about no effect
Target sequence (P34981 whole entry, looked up): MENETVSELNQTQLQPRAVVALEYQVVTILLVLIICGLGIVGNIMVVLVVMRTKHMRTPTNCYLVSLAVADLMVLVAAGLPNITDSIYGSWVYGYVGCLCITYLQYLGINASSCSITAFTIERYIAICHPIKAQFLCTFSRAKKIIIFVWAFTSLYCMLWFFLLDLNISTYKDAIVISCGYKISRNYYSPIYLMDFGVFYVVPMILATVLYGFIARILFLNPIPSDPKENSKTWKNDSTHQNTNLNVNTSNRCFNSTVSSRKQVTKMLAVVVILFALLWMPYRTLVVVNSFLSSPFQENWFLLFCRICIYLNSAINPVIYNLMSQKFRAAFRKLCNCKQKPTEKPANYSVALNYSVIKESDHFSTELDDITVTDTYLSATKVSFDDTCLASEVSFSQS
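In this calcium-flux screen, cells bearing human TRHR are dye-loaded with fluo-8, baselined for 10 cycles, then exposed to library compounds; positive kinetic calcium responses during the agonist phase mark hits, with TRH as control.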
TRHR enhancer: allosteric enhancers of human TRH receptor. P34981. TRHR cells, fluo-8 calcium fluorescence, EC20 TRH enhancement. enhancement, % at 2 µM. actives 0.66% (n = 360,000). AID 493056; in the data active = enhancement above about 30%; also: 0% is about no effect
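Enhancer read-out: after compound pinning and an initial kinetic agonist-mode read, an EC20 of TRH (10 nM final) was injected and fluo-8 calcium signal (Ex 480/Em 530) followed at 1 s/cycle for 100 cycles in TRHR-expressing cells.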
Pin1 inh: human Pin1 inhibition; Q13526; Pin1 FP peptide displacement, HiFluor488, 10 min; Potency, µM (highest dose often 115 µM), for inactives: top-dose activity, negative = inhibition, hits mostly inhibitors; actives 0.009% (n = 390,000); active = well fitted inhibition curve with a large enough effect in the polarisation, with a control signal flat, not every such curve was filed as active; inconclusive = small, poorly fitted or top-dose-only effect, or effect the other way, or a change in a side signal; inactive = no such curve, though single readings can be large or run the other way; the % refers to the polarisation; also: potency is read from the fitted curve at half-maximal effect; % is scaled to controls: 0 for no effect and ±100 for the full control effect
Target sequence (Q13526 whole entry, looked up): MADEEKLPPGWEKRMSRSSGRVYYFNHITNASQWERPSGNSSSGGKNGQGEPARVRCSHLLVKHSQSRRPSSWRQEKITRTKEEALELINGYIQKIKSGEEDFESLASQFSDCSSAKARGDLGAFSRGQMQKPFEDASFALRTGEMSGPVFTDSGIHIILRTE
IDH1 R132H inh: inhibitors of human mutant IDH1 R132H | O75874 | IDH1-R132H enzyme, NADPH consumption, diaphorase/resazurin fluorescence | Potency, µM (series often up to 76.6 µM), inactives show at the top dose activity change, negative = inhibition, actives largely listed as inhibitors | actives 0.093% (n = 390,000) | AID 602179; also: potency is read from the fitted curve at half-maximal effect; % is scaled to controls: 0 for no effect and ±100 for the full control effect; nearly all actives have a fitted effect of over 65% in size
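IDH1-R132H (0.5 ug/mL dispensed) in pH 7.5 Tris buffer was preincubated 30 min with compound, then given a substrate mix of 0.016 mM NADPH and 2 mM alpha-KG for 80 min at room temperature; remaining NADPH was read by diaphorase/resazurin fluorescence.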
TrxR1 substrate: is turned over as a substrate by rat TrxR1; O89049; purified TrxR1 substrate turnover, NADPH consumption readout; Potency, µM (series often up to 114 µM), for the others: top-dose activity change, negative = substrate turnover; actives 0.01% (n = 390,000); AID 588456; also: potency is read from the fitted curve at half-maximal effect; % is scaled to controls: 0 for no effect and ±100 for the full control effect; nearly all actives have a fitted effect of over 50% in size
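Rat TrxR1, dispensed at 90 nM, was prereduced with 400 uM NADPH (final) for 5 min at ~22 deg C, then incubated with compound 15 min before 400 uM selenite. A first-read NADPH fluorescence drop versus no-compound background flagged substrates.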
USP1-UAF1 inh: inhibitors of human USP1/UAF1 deubiquitinase | O94782 | recombinant USP1/UAF1, Ub-Rhodamine cleavage fluorescence | Potency, µM (series often up to 57.1 µM), inactives show at the highest dose activity change, negative = inhibition, hits mostly inhibitors | actives 0.23% (n = 390,000) | AID 743255; also: potency is read from the fitted curve at half-maximal effect; % is scaled to controls: 0 for no effect and ±100 for the full control effect; nearly all actives have a fitted effect of over 60% in size; inactives centre near -12
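High-throughput fluorogenic screen: 1nM USP1/UAF1 complex, Ub-Rho substrate 150nM final, 50mM HEPES pH 7.8 with 0.5mM EDTA, 0.1 mg/ml BSA, 1mM TCEP and 0.01% Tween-20.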
D2 ag: activates the human D2 dopamine receptor; P14416; actives 0.53% (n = 340,000); HEK293 T-REx D2 cells, calcium flux agonist mode; activation, % at 2 µM;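 active = activation over 3 SD above normal in the single-dose calcium agonist read, cut at about 30% in these data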; also: 0% is about no effect
Target sequence (P14416 whole entry, looked up): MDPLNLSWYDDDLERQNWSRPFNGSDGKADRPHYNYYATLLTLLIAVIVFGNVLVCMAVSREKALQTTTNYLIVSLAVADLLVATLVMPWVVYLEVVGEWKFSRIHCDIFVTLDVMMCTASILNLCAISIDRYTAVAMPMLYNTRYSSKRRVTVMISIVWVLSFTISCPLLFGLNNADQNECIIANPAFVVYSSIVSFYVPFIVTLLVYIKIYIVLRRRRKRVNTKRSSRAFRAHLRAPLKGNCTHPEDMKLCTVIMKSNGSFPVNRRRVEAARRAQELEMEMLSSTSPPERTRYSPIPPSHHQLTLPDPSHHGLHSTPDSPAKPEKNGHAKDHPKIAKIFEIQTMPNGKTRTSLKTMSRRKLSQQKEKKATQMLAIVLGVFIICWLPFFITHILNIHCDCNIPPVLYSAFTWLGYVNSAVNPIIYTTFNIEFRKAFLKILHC
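In this primary screen, compounds producing a positive calcium signal within 180 s of addition to tetracycline-induced, force-coupled HEK293 Trex D2 cells are flagged; cells are dye-loaded with a no-wash calcium kit beforehand.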
rTrxR1 inhibitor: inhibitors of rat thioredoxin reductase 1 | recombinant rTrxR1, NADPH fluorescence consumption, selenite substrate | Potency, µM (highest dose often 114 µM), without a hit: top-dose activity change, negative = inhibition, usual class: inhibitors | actives 1% (n = 390,000) | AID 588453; also: potency is read from the fitted curve at half-maximal effect; % is scaled to controls: 0 for no effect and ±100 for the full control effect; nearly all actives have a fitted effect of over 65% in size
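Rat TrxR1 (90 nM in the dispensed reagent) was pre-reduced with 400 uM NADPH for 5 min at room temperature, then incubated with compound for 15 min. After 400 uM selenite was added, NADPH fluorescence (Ex 340/Em 450 nm) was followed for 8 min.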
D2 antag: D2 dopamine receptor (human) antagonism. P14416. HEK293 TREx D2 cells, calcium flux, dopamine EC80. inhibition, % at 10 µM. actives 2% (n = 340,000). AID 485344; in the data active = inhibition above about 30%; also: 0% is about no effect
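Calcium flux kinetic readout in an inducible HEK293 TREx D2 line plated overnight at 30 C. After 180 s compound exposure, an EC80 dopamine challenge follows with another 180 s kinetic read to detect antagonism.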
* marks the source's active call; other numbers are inactive results; ? = inconclusive; nt = not tested or not shown; [ ] = another dose, or the depositor's remark. Unless noted, calls follow the shape of the dose curve; as a rule, active = well fitted inhibition curve with a large enough effect; inconclusive = small, poorly fitted or top-dose-only effect; inactive = no such curve, though single readings can be large or run the other way.

compound | D2 antag | rTrxR1 inhibitor | TrxR1 substrate | IDH1 R132H inh | TRHR enhancer | USP1-UAF1 inh | TRHR agonist | D2 ag | Pin1 inh
Cc1ccc2[nH]c(=O)c(CN(CCc3ccccc3)C(c3nnnn3Cc3ccco3)C(C)C)cc2c1 (configuration not stated) | 0 | -9% | -3% | -15% | 1 | -13% | -0.6 | -0.2 | 65%[activator]
NS(=O)(=O)c1ccc(NC(=O)CSC2CCCCC2)cc1 | 7 | 14%[57.1 µM] | -9% | 2% | 45* | -3% | -0.2 | 0.0 | -17%
CC(C)C[C@H](NC(=O)[C@@H]1Cc2ccccc2CN1C(=O)OC(C)(C)C)C(=O)NCC1CCC(C(=O)O)CC1 (some centres not stated) | -2 | 17% | 0% | 0% | -6 | -12% | 0.5 | 2.0 | -9%
COc1cc(C2NC(=O)NC(C)=C2C(=O)OC(C)(C)C)ccc1OCC(N)=O (configuration not stated) | -14 | -10% | -2% | 6% | -5 | -6% | 0.3 | -0.1 | 3%
Cc1ccccc1CNC(=O)C(=O)NCC(c1ccco1)S(=O)(=O)c1ccccc1 (configuration not stated) | nt | 25%[57.1 µM] | 6%[57.1 µM] | -6% | -2 | 6% | 0.0 | -3.4 | 1%
O=C(O)c1cc([N+](=O)[O-])ccc1NCCc1ccccc1 | 11 | -13%[57.1 µM] | -5%[57.1 µM] | -3% | -1 | 7% | 0.5 | 0.5 | -3%
O=c1[nH]c(/C=C/c2ccc3c(c2)OCO3)c([N+](=O)[O-])c(=O)[nH]1 | -3 | nt | nt | nt | -3 | nt | 1.1 | 3.3 | nt
CCCCOc1ccc(S(=O)(=O)NC(=O)NCc2ccc(OCCC)cc2)cc1 | 8 | 13% | 6% | -3% | -1 | 4% | -0.4 | -1.1 | -2%
Cc1noc(C)c1S(=O)(=O)NC1CCCc2ccccc21 (configuration not stated) | -6 | 2% | 7% | 8% | 6 | -5% | -0.1 | 0.3 | 2%
C/C(=N\Nc1ccccc1)c1cc2ccccc2oc1=O | -27 | -1%[57.1 µM] | 2%[57.1 µM] | 2% | 6 | -2% | -1.2 | 0.0 | 4%
O=C(Cc1ccccc1)NCC(=O)OCC(=O)c1ccccc1Cl | 3 | 18%[57.1 µM] | -2%[57.1 µM] | 1% | 4 | -6% | -0.6 | 0.8 | -1%
COc1ccc(S(=O)(=O)N2CCC3(CC2)OCCN3S(=O)(=O)c2ccccc2)cc1OC | 6 | -9% | -11% | 3% | 0 | -21% | 0.3 | -0.1 | 11%
COc1ccc(NC(=O)N2CCC(CN3CCCC3)CC2)c(OC)c1 | nt | -4% | 5% | 0% | 1 | 5% | -0.1 | 2.2 | -1%
O=C(O)c1c(Cl)cccc1Nc1ccccc1 | nt | 19% | -3% | 0% | nt | -9% | nt | nt | -5%
CNc1nc(N)c([N+](=O)[O-])c(NC2CCCCC2)n1 | 8 | -2%[57.1 µM] | 1%[57.1 µM] | 8% | 14 | -15% | 1.3 | 4.3 | -7%
CC(C)(C)CC(=O)Nc1cc2c3c(c1)CC(=O)N3CCC2 | 5 | 37%[activator] | 12% | 7% | -3 | -22% | 0.0 | 0.6 | -10%
Cc1nc(N2CCN(Cc3ccccc3)CC2)nc2c1CCC2 | 30 | -2% | -7% | 0% | -4 | -6% | 0.4 | 0.5 | -13%
CCN(CC)S(=O)(=O)c1ccc(C(=O)NC2=C(C(=O)OC)SCC2)cc1 | -7 | -3% | -1% | 3% | 9 | -9% | 0.6 | 0.0 | 9%
COc1ccc(C(=O)c2c[nH]c(C(=O)NCCCn3ccnc3)c2)cc1 | -8 | -8% | 5%[57.1 µM] | 0% | -2 | -2% | 0.2 | 1.4 | -1%
Cc1ccc(-c2noc(CCC(=O)NCc3ccco3)n2)cc1 | 60* | -20% | 6% | 1% | 0 | 1% | -0.8 | -0.4 | -2%

The closing three compounds of the part above come first, to join the parts:
compound | D2 antag | rTrxR1 inhibitor | TrxR1 substrate | IDH1 R132H inh | TRHR enhancer | USP1-UAF1 inh | TRHR agonist | D2 ag | Pin1 inh
CCN(CC)S(=O)(=O)c1ccc(C(=O)NC2=C(C(=O)OC)SCC2)cc1 | -7 | -3% | -1% | 3% | 9 | -9% | 0.6 | 0.0 | 9%
COc1ccc(C(=O)c2c[nH]c(C(=O)NCCCn3ccnc3)c2)cc1 | -8 | -8% | 5%[57.1 µM] | 0% | -2 | -2% | 0.2 | 1.4 | -1%
Cc1ccc(-c2noc(CCC(=O)NCc3ccco3)n2)cc1 | 60* | -20% | 6% | 1% | 0 | 1% | -0.8 | -0.4 | -2%
COc1cccc(COC(=O)C2CCN(C(=O)c3ccccc3C)CC2)c1OC | -16 | 18% | 2% | 2% | 1 | -18% | -0.5 | 0.0 | -2%
O=C(Nc1ccccc1F)c1ccc2snnc2c1 | 4 | 4% | -1% | 0% | 3 | -7% | -0.4 | -0.3 | -3%
CCOC(=O)C1CCN(Cc2ccccc2C)CC1 | 2 | 22% | 4% | 0% | -2 | -5% | -1.8 | 0.0 | 0%
CCOC(=O)C(NC(=O)Nc1ccc(F)cc1)(OCC)C(F)(F)F (configuration not stated) | 8 | 8%[57.1 µM] | 7%[57.1 µM] | 7% | 0 | -20% | 0.1 | 0.5 | -1%
COC(=O)CN(n1cnnc1)S(=O)(=O)c1ccccc1Cl | -6 | 7% | -1% | 5% | -3 | -12% | 0.4 | 1.3 | 0%
CCN(C(=O)c1ccc(Cl)cc1[N+](=O)[O-])c1ccccc1C | -7 | 2%[57.1 µM] | 0%[57.1 µM] | 1% | 0 | -10% | -0.5 | 2.0 | -3%
CCc1sc(C(=O)Nc2ccccc2N2CCOCC2)cc1C | 14 | -1% | -12% | 1% | 4 | -22% | -0.2 | -1.3 | 0%
CCc1ccc(-c2nc3cc(NC(=O)c4cc5ccccc5cc4OC)ccc3o2)cc1 | nt | -10% | 39%[activator] | -8% | 1 | -18% | -0.4 | 1.3 | 15%
O=C(NC1CC(=O)N(c2ccc(Cl)cc2)C1)c1cc2ccccc2o1 (configuration not stated) | nt | 14%[57.1 µM] | 1%[57.1 µM] | -12% | -1 | -5% | 0.2 | -0.1 | -8%
O=C(CSc1nnc(SCC(=O)c2ccco2)s1)c1ccco1 | 15 | -49% | 8%[57.1 µM] | 0% | -8 | -19% | 1.7 | 5.5 | 0%
COc1ccc(CCNC(=O)c2cccc(-n3cnnn3)c2)cc1 | nt | 6%[57.1 µM] | 5% | 1% | nt | -3% | nt | nt | -6%
COc1ccccc1CNC(=O)[C@H](NC(=O)C1CCN(C(=O)[C@@H](N)CCSC)CC1)C(C)C | 10 | 1% | 1% | 1% | -1 | -23% | -0.2 | -2.8 | -1%
CC(C)C(C)NC(=O)COC(=O)/C=C/c1ccc(S(=O)(=O)N2CCc3ccccc32)cc1 (configuration not stated) | 9 | 20%[57.1 µM] | 6%[57.1 µM] | -2% | 5 | -20% | 0.1 | 1.3 | -3%
CC(C)C(=O)Nc1ccc(C(=O)Nc2nnc(C(C)C)s2)cc1 | 2 | 14% | 3% | -3% | 10 | ? | 0.0 | 0.7 | -9%
O=[N+]([O-])c1ccccc1/C=N/n1c(-c2cccnc2)n[nH]c1=S | -4 | ? | -13% | 0% | 7 | 1% | 1.3 | 0.2 | ?
Cc1nnc(C)n1/N=C/c1ccccn1 | -3 | -6% | -3% | -2% | -4 | -5% | 0.0 | -0.4 | -3%
Cc1nc2ccccc2c(=O)n1NC(=O)c1c(O)c2ccccc2n(C)c1=O | -14 | nt | nt | nt | 1 | nt | -0.1 | 0.7 | nt
COC(=O)c1c(-c2ccc(OC)cc2)sc2ccc(-c3ccc4c(c3)OCO4)cc12 | nt | 12% | 8% | 0% | nt | -17% | nt | nt | 0%
Cc1cc2ncn(CCOc3ccccc3)c2cc1C | -24 | -4% | -7% | 6% | 7 | -18% | 0.1 | 0.0 | 0%
COc1ccc(NC(C)=O)cc1NC(=O)CSc1nnc(-c2ccccc2)n1N | -7 | 12%[57.1 µM] | -10%[57.1 µM] | 4% | 5 | -15% | 0.1 | -0.6 | 4%
CN(Cc1ccccc1)C(=O)c1nc(-c2ccc(Cl)cc2)n2c1CCCCC2 | nt | 17% | -1% | -5% | -18 | ? | -0.6 | -1.2 | -1%
CC1(C)C/C(=N/Nc2ccc([N+](=O)[O-])cc2[N+](=O)[O-])C(C)(C)O1 | nt | 13%[57.1 µM] | 6%[57.1 µM] | 2% | nt | -16% | nt | nt | -3%
CC1(C)CC(=O)C=C(N2CCNCC2)C1 | 2 | ? | -6% | 4% | -7 | 0% | 0.1 | 0.6 | 2%
CC(=O)NCCCC(=O)NN1C(=S)N(Cc2ccccc2)C(=O)C1CC(=O)Nc1cccc(C)c1 (configuration not stated) | 7 | 15%[57.1 µM] | 5%[57.1 µM] | 16% | -3 | -1% | 0.3 | -0.1 | -6%
Fc1ccc2nc(Nc3nc4c(F)cccc4s3)sc2c1 | 8 | 20% | 38%[activator] | 9% | 4 | -5% | 2.5 | 2.0 | ?

Entries above shown as hits in D2 antag:
compound,D2 antag,rTrxR1 inhibitor,TrxR1 substrate,IDH1 R132H inh,TRHR enhancer,USP1-UAF1 inh,TRHR agonist,Pin1 inh
Cc1ccc(-c2noc(CCC(=O)NCc3ccco3)n2)cc1,60*,-20%,6%,1%,0,1%,-0.8,-2%

Not all compounds are listed; count on the stated rates, not on these rows.
